MC4R antagonist = human MC4R antagonism in cAMP assay | P32245 | MC4R-expressing cells, MTII-stimulated cAMP, LANCE TR-FRET | inhibition, % at 6.5 µM | actives 0.48% (n = 360,000) | AID 540295;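 active = inhibition above its plate's cutoff, the mean of tested wells on that plate plus 3 SD, cut at about 29% in these data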;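 also: 0% = Melanotan II alone and 100% = Melanotan II plus saturating MCL0020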
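Assay system: U2OS cells stably expressing human melanocortin 4 receptor (MC4R) / Dosing: 6.5 µM / Timing: compound 30 min, challenge 1 h, detection 1 h / Measured by: Eu-cAMP/anti-cAMP TR-FRET, emission 671 nm / Replicates: singlicate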
Exocytosis inh = blocks lytic granule exocytosis. inhibition, % at 10 µM. TALL-104 LAMP-1 surface exposure, flow cytometry; cells stimulated with thapsigargin and PMA. actives 0.66% (n = 360,000). AID 651702;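 active = inhibition above about 55%, limit read from the data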
aDG glyco up = alpha-DG glycosylation activation | actives 0.22% (n = 360,000) | Pro5-aDG cells, alpha-DG glycosylation AlphaScreen (IIH6); 0% Pro5, 100% B10-LARGE cell signal | activation, % at 10 µM | AID 624168;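 active = activation of at least 8% versus controls, or a plate z-score of at least 8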;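 also: Pro5 are CHO cells carrying HIG-tagged alpha-DG that lacks glycosylation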
N-glyco inh = blocks N-linked glycosylation in D54 reporter cells; D54 ERlucT glycosylation luciferase reporter, 24 h; percent of 100 nM tunicamycin response; reporter increase, % at 12.5 µM; actives 0.23% (n = 360,000); AID 588692;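 active = mean luciferase reporter signal, scaled so untreated is 0 and the glycosylation-blocking control 100, at or above a set limit in every replicate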;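 also: luciferase carries N-glycosylation sites so blocking glycosylation raises the light; 0% = median of neutral control wells and 100% = median of 100 nM tunicamycin wells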
m5-HT2A agonist = activates the mouse 5-HT2A serotonin receptor; CHO-K1 mHTR2A beta-arrestin complementation, luminescence; percent of 30 µM serotonin response; activation, % at 7.6 µM; P35363; actives 0.66% (n = 360,000); AID 624169;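 active = activation above a run cutoff, the mean activation of all tested compounds plus 3 SD, cut at about 14% in these data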;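 also: 0% = plate median of compound wells and 100% = 30 µM serotonin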
H9c2 protect = myocardial damage modulation in H9c2 cells; protection from H2O2 cell death, % at 20 µM; H9c2 cardiomyocytes, H2O2 injury protection, ATPLite, 2 h; actives 0.63% (n = 360,000); AID 588492;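 active = compounds giving at least 50% protection of heart cells from peroxide-induced death in the single-dose screen, raw or plate-pattern-corrected value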;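 also: 0% = DMSO wells with peroxide and 100% = DMSO wells without peroxide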
MC4R ag barr = activates human MC4R beta-arrestin recruitment; P32245; U2OS MC4R beta-arrestin complementation, luminescence; percent of melanotan II response, DMSO zero; activation, % at 8.9 µM; actives 0.98% (n = 360,000);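 active = activation above a per-plate cutoff, the mean activation of sample wells on that plate plus 3 SD, cut at about 8% in these data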
ABCB6 inh MLPCN = inhibitors of human ABC transporter ABCB6. fluorescence ratio to DMSO, % at 10 µM. actives 0.19% (n = 360,000). K562-ABCB6 porphyrin accumulation, flow cytometry, 1 h; stronger effect = lower value;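 active = fluorescence ratio to DMSO below 75%, the collection mean minus 3 SD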;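 also: signal is porphyrin accumulated inside mitochondria; 100% equals median channel fluorescence of DMSO control wells; lower ratio means ABCB6 inhibition with less porphyrin fluorescence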
hiPSC survival = enhancers of human iPSC single-cell survival. hiPSC single-cell survival, ATPlite luminescence; 100% = ROCK inhibitor wells, 0% = DMSO. survival enhancement, % at 20 µM. actives 0.044% (n = 360,000); in the data active = survival enhancement above about 18%;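 also: cells exposed to compounds for 16 hours before the ATP read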
ABHD5-PLIN5 inh = inhibitors of human ABHD5-perilipin-5 interaction; Split G. princeps luciferase complementation, luminescence, 4 h; inhibition, % at 4 µM; AID 602281; Q00G26+Q8WTS1; actives 0.78% (n = 360,000);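 active = inhibition above the mean inhibition across every tested compound plus 3 SD, cut at about 22% in these data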;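 also: 0% = DMSO only wells and the 100% control is not disclosed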
Target sequence (Q00G26 whole entry, looked up): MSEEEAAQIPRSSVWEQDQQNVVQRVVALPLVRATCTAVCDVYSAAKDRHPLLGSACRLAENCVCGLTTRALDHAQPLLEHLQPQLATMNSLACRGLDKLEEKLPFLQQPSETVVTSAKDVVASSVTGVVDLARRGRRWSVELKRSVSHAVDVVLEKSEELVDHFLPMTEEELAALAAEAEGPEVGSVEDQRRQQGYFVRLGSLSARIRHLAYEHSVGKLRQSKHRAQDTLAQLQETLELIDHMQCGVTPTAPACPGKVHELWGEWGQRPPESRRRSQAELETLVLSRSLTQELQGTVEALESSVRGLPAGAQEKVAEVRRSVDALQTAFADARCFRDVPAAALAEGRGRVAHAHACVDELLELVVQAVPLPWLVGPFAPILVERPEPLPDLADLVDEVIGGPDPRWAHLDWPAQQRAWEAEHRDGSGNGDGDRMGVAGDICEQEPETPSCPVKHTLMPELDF
Target sequence (Q8WTS1 whole entry, looked up): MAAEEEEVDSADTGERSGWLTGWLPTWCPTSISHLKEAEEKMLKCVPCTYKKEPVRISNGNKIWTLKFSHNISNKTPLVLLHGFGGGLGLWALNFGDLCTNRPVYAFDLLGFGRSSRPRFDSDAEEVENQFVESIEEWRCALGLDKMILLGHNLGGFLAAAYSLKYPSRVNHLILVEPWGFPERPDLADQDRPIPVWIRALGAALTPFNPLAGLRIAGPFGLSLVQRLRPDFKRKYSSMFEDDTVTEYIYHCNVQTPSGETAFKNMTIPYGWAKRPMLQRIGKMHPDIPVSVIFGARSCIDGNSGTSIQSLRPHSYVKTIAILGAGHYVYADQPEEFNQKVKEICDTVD
Numbers without * were called inactive; x = no result given.

SMILES	MC4R antagonist	Exocytosis inh	aDG glyco up	N-glyco inh	m5-HT2A agonist	H9c2 protect	MC4R ag barr	ABCB6 inh MLPCN	hiPSC survival	ABHD5-PLIN5 inh
Cc1csc(-c2nc3ccccc3n2C(C(=O)NC(C)(C)C)c2cc3ccccc3o2)c1 (stereo not drawn)	x	9	0.3	x	-3	x	x	x	x	-13
COc1cc2cc(CCCOC(=O)c3ccc(F)cc3)oc(=O)c2cc1OC	-4	6	0.2	1	-6	2	-1.3	95	-0.1	4
Cc1cc(C)nc(N2CCC(C(=O)NNC(=O)c3ccccc3)CC2)n1	13	4	0.0	6	-1	0	-1.7	91	1.3	-2
Brc1ccc(Nc2c3c(nc4ncnn24)CCC3)cc1	-5	0	0.5	-1	3	-5	0.6	86	4.1	-6
CCOc1ccc(NC(=O)C2CCCN(S(=O)(=O)c3ccc4c(c3)CC(C)N4C(C)=O)C2)cc1 (stereo not drawn)	7	0	0.0	-5	-2	-1	-0.7	100	-0.4	1
CCN(CC)c1nc(N(CC)CC)[nH]c(=O)n1	-2	-3	-0.1	0	1	6	-1.7	100	-0.6	1
O=C(Nc1cc(C(F)(F)F)ccc1Cl)C(NCc1ccccc1)c1ccccc1 (stereo not drawn)	21	-3	0.1	-3	-2	-10	0.7	104	-0.7	-6
CCCn1c(SCC(=O)Nc2nc3ccccc3s2)nc2c1c(=O)n(C)c(=O)n2C	4	3	-0.3	-1	0	-16	-1.5	87	-1.9	0
COc1cc2c(cc1OC)CN(c1ccc(F)cc1[N+](=O)[O-])CC2	-4	-8	-0.1	-1	3	4	-0.3	90	0.0	-8
CCn1c(CC(=O)Nc2ccc(Cl)c(Cl)c2)nnc1SCc1ccc(Cl)cc1	10	-5	0.3	0	9	-7	1.4	108	-1.6	0
Cc1cc(Cl)ccc1NC(=O)C1CCCN1C(=O)c1cccs1 (stereo not drawn)	13	-1	0.3	0	6	4	1.4	100	2.6	0
COC(=O)c1ccc(-n2c(C)cc(/C=N/Nc3nc(C)cc(=O)[nH]3)c2C)cc1	12	-3	0.0	-1	-4	10	-1.6	96	0.1	-5
O=C(NCC(O)c1ccccc1)c1ccc(Cl)c(S(=O)(=O)N2CCCC2)c1 (stereo not drawn)	-6	0	0.0	0	0	0	2.1	94	-0.3	1
CN(C(=O)c1coc(=O)c2ccccc12)c1ccc(F)cc1	4	1	0.1	2	-2	3	-3.4	102	-0.4	0
O=C(c1cc(-c2ccncc2)nc2ccc(Br)cc12)N1CCN(Cc2ccc3c(c2)OCO3)CC1	-3	1	-0.9	3	-1	66*	0.0	93	0.5	-2
Nc1cccc(-c2cccc3nncn23)c1	9	-1	-0.1	1	-1	12	0.8	99	-0.5	-12
COc1cc2cc(CN(CCCN3CCOCC3)Cc3nnnn3Cc3ccccc3)c(=O)[nH]c2cc1OC	5	-2	-0.1	-2	0	5	-0.6	104	-0.5	-1
Cc1cc(/C=N/NC(=O)c2cccs2)c(C)n1-c1ccccc1	-3	-1	-0.2	-17	-3	-31	0.0	99	-5.6	5
C[C@H](CO)N1C[C@H](C)[C@@H](CN(C)S(=O)(=O)c2ccccc2)Oc2c(NS(=O)(=O)c3ccccc3)cccc2C1=O	8	1	0.0	-1	-3	0	-1.6	100	-0.5	-2
O=C(NCc1cccs1)c1csc([C@@H]2C[C@H](O)[C@@H](CO)O2)n1	4	-6	0.0	1	9	0	-0.1	98	-1.6	-1
Cc1ccc(SCC2=NNC(=O)C2)cc1	18	3	0.1	1	-3	4	0.1	99	-1.4	-10
COC(=O)c1ccc(CN(c2ccccc2OC)S(=O)(=O)c2cccs2)o1	8	-1	-0.1	1	-2	-7	0.2	93	-1.1	-10
CCOC(=O)C1(Cc2ccccc2)CCCN(S(=O)(=O)N(C)C)C1 (stereo not drawn)	13	-2	-0.1	1	-1	2	2.5	103	0.2	-6
CCCCc1nc(S(=O)(=O)c2ccc(Cl)cc2)c(N2CCOCC2)o1	4	-2	-0.2	2	0	0	-0.6	113	2.6	0
CCOc1ccc(-c2cc(C(=O)NCCCN3CCN(CC)CC3)c3ccccc3n2)cc1	-5	33	2.3	-2	0	-10	-0.2	104	-4.3	1
CC1=CSC2=NS(=O)(=O)CCN12	8	-3	-0.1	0	4	0	0.1	95	-0.7	1
COc1ccc(NC(=S)Nc2ccccc2OC)c(OC)c1	4	0	-0.3	0	-4	-4	-2.8	106	-3.3	-12
CC(C)(C)n1nnnc1C(c1cccnc1)N(Cc1ccccc1)Cc1ccco1 (stereo not drawn)	1	0	0.1	-3	-4	0	2.3	102	-1.3	6
Cn1c(SCC(=O)Nc2ccc3c(c2)OCCO3)nnc1C1CC1	10	-6	-0.2	1	-2	0	-0.3	104	-0.2	-3
CCn1nc(NC(=O)c2cccnc2)c2cc3cccc(C)c3nc21	1	2	0.4	3	3	-34	17*	99	-1.2	1
NC(=O)CSc1nnc2ccc(-c3ccco3)nn12	-7	0	-0.2	2	-3	0	1.6	98	1.8	15
O[C@H]1CN(CC2CCCCC2)[C@@H](c2ccccc2)C[C@@H]1n1cc(C2CC2)nn1	-1	-2	0.0	0	0	-11	0.8	99	0.7	-2
O=C(COc1ccc(F)cc1)N1CCc2ccccc2C1	-2	-1	-0.2	0	-5	2	-1.3	96	-0.6	-1
NC(=O)c1ccccc1NC(=O)CC12CC3CC(CC(C3)C1)C2	-2	-6	0.2	-4	11	8	0.2	88	-0.5	-5
NC(=O)NN=C1CCn2cccc21	-1	-15	-0.1	1	11	3	-1.0	97	4.2	-1
CCOC(=O)c1ccccc1NC(=O)CN(c1ccccc1OC)S(C)(=O)=O	0	4	0.2	-2	-3	4	-0.9	97	-1.7	-3
CC1=C(C(=O)OCc2ccccc2)C(c2ccsc2)C(C#N)=C(N)O1 (stereo not drawn)	16	1	-0.1	-3	2	9	-0.5	102	-2.0	5
COC(=O)c1cccc(NC(=O)c2ccc3c(c2)C(=O)N(CC2CCCO2)C3=O)c1 (stereo not drawn)	8	0	-0.2	1	5	6	-0.2	94	0.5	1
CC(C)(C)c1nn(-c2ccccc2)c2[nH]c(=O)c(C=O)cc12	3	62*	-0.1	2	-4	57*	0.2	100	-1.0	5
CCOC(=O)c1[nH]c(Cc2[nH]c(C(=O)OCC)c(C)c2CCC(=O)OC)c(CCC(=O)OC)c1C	7	3	0.2	-2	-3	10	1.1	92	-2.4	-1
COc1cc(CN2CCCN(C)CC2)cc([N+](=O)[O-])c1O	1	-5	0.0	-1	2	0	-2.2	103	0.1	-3
CN(CC(=O)Nc1ccccc1Cl)C(=O)COC(=O)CCN1C(=O)C2CC=CCC2C1=O (stereo not drawn)	8	1	-0.4	0	-4	3	-2.6	102	-0.5	-1
C/C(=N\NC(=O)C1(C)CC1(Br)Br)c1ccc(NC(=O)C2CCC2)cc1 (stereo not drawn)	2	-4	-0.2	2	-5	17	-0.7	94	-2.3	0
CN(C)CCCOC(=O)N1c2ccccc2C=Cc2ccccc21	12	1	0.0	1	-2	11	-0.4	98	0.9	-2
O=C(O)CCC(=O)NNC(=O)CCC(=O)NCc1ccccc1	2	-1	0.2	4	1	14	-1.1	100	-5.0	-2
O=C(CCCc1nc(-c2ccc(Cl)cc2)no1)NC1CCCCC1	5	17	0.9	-1	-1	-18	-1.7	96	0.4	1
O=C(NCc1ccc(F)c(F)c1)c1cccc2c(-c3cccnc3)coc12	-2	-2	1.1	-2	-1	-4	0.5	97	4.7	-3
O=C(COC(=O)c1cccc(F)c1)Nc1cccnc1Cl	6	0	0.2	0	2	4	1.1	99	-0.6	0
COc1cccc(C(NC(C)=O)c2nc(-c3cccc(C#N)c3)cs2)c1 (stereo not drawn)	0	6	0.0	-1	-2	-5	0.0	103	-0.7	0
CC1CCCC(O)(C(C(=O)O)c2ccccc2)C1 (stereo not drawn)	14	-6	-0.2	0	2	8	-1.8	103	5.6	-1
CC(=O)Nc1ccc(S(=O)(=O)NCc2cn3c(C)csc3n2)cc1	12	-4	-0.2	2	9	1	0.6	101	0.8	1
COc1ccc(C(=O)COC(=O)c2cccs2)cc1	-10	-2	0.1	-12	-4	-14	-1.2	87	-0.3	2
CCOC(=O)N1CCC(NC(=O)c2cc3c(C)nc4ccccc4c3o2)CC1	2	-3	-0.2	-1	3	35	-0.4	94	-2.1	-2
CC(=O)C1=NN(c2ccc(Cl)cc2)C(c2ccc3c(c2)OCO3)N(C(C)=O)N1C (stereo not drawn)	11	19	1.5	-2	-3	3	-3.4	98	2.3	-7
CCOCCCNS(=O)(=O)c1cc2[nH]c3c(c2cc1C)C(=O)CC(C)(C)C3	13	14	-0.1	1	2	-5	-1.1	96	-0.3	4
CCOc1ccc(N(C(=O)/C=C/C(=O)Nc2cc(C)on2)C(C(=O)NC2CCCC2)c2ccccc2C)cc1 (stereo not drawn)	5	-3	0.7	-8	-4	12	-0.6	94	0.0	-6
COc1ccc(Nc2c(-c3cccc(OC)c3)nc3nc(C)cc(C)n23)cc1	x	6	-0.2	x	2	x	x	132	3.7	6
CC(=O)NC(Cc1ccccc1)C(=O)NC1CCN(C(=O)c2ccc([N+](=O)[O-])cc2)CC1 (stereo not drawn)	1	0	0.9	1	1	12	-2.0	109	2.1	-6
Cc1c(-c2ccccc2)[n+](=O)c2c(n1[O-])CCC2	1	3	0.3	1	7	4	0.2	95	0.0	-4
Cc1ccc(NC(=O)C2(C)CCN2CCc2ccccc2)cc1O (stereo not drawn)	20	1	0.1	2	-5	-5	6.8	98	-1.1	-9
Other results follow.
SMILES	MC4R antagonist	Exocytosis inh	aDG glyco up	N-glyco inh	m5-HT2A agonist	H9c2 protect	MC4R ag barr	ABCB6 inh MLPCN	hiPSC survival	ABHD5-PLIN5 inh
CCOC(=O)c1c(NC(=S)NCCc2ccccc2)sc2c1CC(C(C)C)OC2 (stereo not drawn)	-3	0	0.3	0	2	-9	-0.9	92	-0.3	-3
COc1ccc(CCNC(=O)CSc2nnnn2-c2ccccc2OC)cc1OC	10	-3	0.0	-1	-1	-1	0.1	100	3.0	7
O=C(CSc1nnc(C2CC2)n1C1CC1)Nc1cccc(Br)c1	2	-1	0.3	-3	-11	4	-1.2	96	-0.4	-1
COc1cc2c(cc1Cl)C(=O)C(F)(c1ccccc1)C(=O)N2 (stereo not drawn)	5	-15	0.0	2	0	-2	-1.6	101	0.3	-3
COc1ccc(OC)c(NC(=O)c2ccc(NC3=NC4CS(=O)(=O)CC4S3)cc2)c1 (stereo not drawn)	3	7	0.0	1	3	2	2.0	100	3.8	-5

Full records, quoted from the list:
Shown for CCOc1ccc(-c2cc(C(=O)NCCCN3CCN(CC)CC3)c3ccccc3n2)cc1 : MC4R antagonist = -5; Exocytosis inh = 33; aDG glyco up = 2.3; N-glyco inh = -2; m5-HT2A agonist = 0; H9c2 protect = -10; MC4R ag barr = -0.2; ABCB6 inh MLPCN = 104; hiPSC survival = -4.3; ABHD5-PLIN5 inh = 1
Shown for CC(=O)C1=NN(c2ccc(Cl)cc2)C(c2ccc3c(c2)OCO3)N(C(C)=O)N1C (stereo not drawn) : MC4R antagonist = 11; Exocytosis inh = 19; aDG glyco up = 1.5; N-glyco inh = -2; m5-HT2A agonist = -3; H9c2 protect = 3; MC4R ag barr = -3.4; ABCB6 inh MLPCN = 98; hiPSC survival = 2.3; ABHD5-PLIN5 inh = -7

Assay outcomes deposited in PubChem by several laboratories.
